M1 ag parental: nonselective activator or artifact in parental CHO-K1 cells; Fluo-8 calcium fluorescence; scaled to maximal ATP response, vehicle zero; activation, % at 3 µM; 360,000 tested, 0.48% active; in the data active = activation above about 15%;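 also: untransfected CHO-K1 host cells lacking M1 receptor as counterscreen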
TAAR1 antagonist: human TAAR1 antagonism; CHO RD-HGA16 TAAR1, Fluo-8 calcium fluorescence, antagonist; inhibition, % at 3 µM; Q96RJ0; 360,000 tested, 1.5% active; AID 624466;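 active = inhibition above a per-plate cutoff, the mean inhibition of test compounds on that plate plus 3 SD, cut at about 49% in these data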;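 also: 0% = DMSO plus EC80 beta-PEA response and 100% = DMSO alone without agonist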
Target sequence (Q96RJ0 whole entry, looked up): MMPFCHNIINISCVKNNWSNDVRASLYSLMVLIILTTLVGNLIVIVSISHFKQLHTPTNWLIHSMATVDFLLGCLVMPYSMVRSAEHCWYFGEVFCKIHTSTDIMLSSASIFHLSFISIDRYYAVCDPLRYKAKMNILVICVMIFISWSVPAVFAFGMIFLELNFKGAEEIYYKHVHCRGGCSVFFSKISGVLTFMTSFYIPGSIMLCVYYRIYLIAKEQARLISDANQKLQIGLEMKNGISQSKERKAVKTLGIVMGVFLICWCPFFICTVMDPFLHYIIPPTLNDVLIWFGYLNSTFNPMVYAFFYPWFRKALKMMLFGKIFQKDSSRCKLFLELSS
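Test system: hTAAR1-expressing CHO RD-HGA16 cells, Gα16-coupled; Probe or stimulus: EC80 β-phenethylamine stimulus; Compound dosing: single nominal final test compound concentration of 3 µM; Timing: 140 s kinetic read after compound, 140 s after agonist; Signal: Fluo-8 calcium-sensitive fluorescence; Measure: % inhibition of agonist calcium response; Controls: DMSO and EC80 PEA controls.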
CHRM1 antagonist: human CHRM1 antagonism | CHO-K1 hM1, Fluo-8 calcium fluorescence, ACh EC80 antagonist | inhibition, % at 3 µM | 360,000 tested, 1.3% active;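 active = percent inhibition above its own plate's cutoff, namely the mean of that plate's compound wells plus 3 SD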;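 also: peak over basal fluorescence ratio during 140 s after agonist addition; 0% = ACh EC80 plus DMSO and 100% = DMSO alone without agonist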
Target sequence (P11229 whole entry, looked up): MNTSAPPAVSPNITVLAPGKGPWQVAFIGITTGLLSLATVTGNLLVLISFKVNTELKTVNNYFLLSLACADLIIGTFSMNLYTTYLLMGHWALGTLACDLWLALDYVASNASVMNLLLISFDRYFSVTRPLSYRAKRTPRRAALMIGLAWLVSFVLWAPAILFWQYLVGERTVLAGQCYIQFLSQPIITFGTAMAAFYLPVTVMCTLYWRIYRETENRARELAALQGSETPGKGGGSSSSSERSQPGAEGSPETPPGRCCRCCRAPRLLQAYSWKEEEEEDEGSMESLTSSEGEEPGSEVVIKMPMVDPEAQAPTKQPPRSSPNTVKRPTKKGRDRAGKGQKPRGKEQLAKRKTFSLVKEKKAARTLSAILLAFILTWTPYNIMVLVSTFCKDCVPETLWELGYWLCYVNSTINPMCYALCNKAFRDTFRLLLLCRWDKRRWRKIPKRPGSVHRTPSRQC
CHO-K1 Ca antag: nonselective inhibitor or artifact in parental CHO-K1 cells | ATP-induced calcium, Fluo-8 fluorescence | inhibition, % at 3 µM | 360,000 tested, 0.6% active | AID 602250;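 active = inhibition above a per-plate cutoff, the plate's mean sample inhibition plus 3 SD, cut at about 24% in these data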;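 also: 0% = DMSO plus EC80 ATP and 100% = DMSO alone without ATP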
CHO parental Ca: counter-screen for OX1R antagonists: effect in parental CHO cells | inhibition, % at 5.6 µM | parental CHO-K1, ATP-induced calcium, Fluo-8 fluorescence | AID 463079 | 330,000 tested, 0.63% active;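 active = inhibition above that plate's mean sample inhibition plus 3 SD, cut at about 26% in these data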;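 also: 0% = ATP-challenged DMSO wells and 100% = DMSO wells without ATP; some compounds past the cut are filed as inactive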
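Assay system: untransfected parental CHO cell line. Also added: ATP agonist challenge. Dosing: one dose, 5.6 µM nominal. Measured by: Fluo-8 fluorescence. Read-out: % inhibition. Benchmarks: ATP wells versus no-ATP DMSO wells. Repeats: no replicates.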
M1 PAM parental: nonselective activator or artifact in parental CHO-K1 calcium assay | ATP EC20, Fluo-8 calcium fluorescence; 0% at ATP EC20, 100% at ATP max | activation, % at 3 µM | 360,000 tested, 0.02% active | AID 602247;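 active = activation above the run cutoff, the mean activation of all test compounds plus 3 SD, cut at about 40% in these data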;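 also: peak over basal fluorescence ratio in a 140 s read after ATP addition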
CHRM1 agonist: agonists of human M1 muscarinic receptor | CHO-K1 hM1, Fluo-8 calcium fluorescence, agonist mode; 0% DMSO, 100% acetylcholine EC100 | AID 588814 | 360,000 tested, 0.33% active | activation, % at 3 µM;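 active = activation above the run's mean compound activation plus 3 SD, cut at about 16% in these data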;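 also: peak over basal fluorescence ratio within a 140 s kinetic read after compound addition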
CHRM1 PAM: human CHRM1 positive allosteric modulation; P11229; activation, % at 3 µM; AID 588819; 360,000 tested, 0.088% active; CHO-K1 hM1, Fluo-8 calcium fluorescence, ACh EC20; 0% = ACh EC20, 100% = maximal ACh; in the data active = activation above about 19%, passing the limit was not always enough
TAAR1 ag: agonists of human TAAR1 | Q96RJ0 | CHO RD-HGA16 TAAR1, Fluo-8 calcium fluorescence; vehicle wells 0%, saturating PEA agonist 100% | AID 624467 | activation, % at 3 µM | 360,000 tested, 0.99% active;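 active = activation above the mean activation of all test compounds in the run plus 3 SD, cut at about 38% in these data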
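System: CHO-derived RD-HGA16 cells with stable Gα16 and human TAAR1 / Times: 17-24 h plating, Fluo-8 75 min 37 °C, 30 min RT / Technique: calcium-sensitive Fluo-8 signal, excitation 470-495, emission 515-575 nm / Measure: % activation relative to PEA EC100 response / Benchmarks: DMSO and PEA EC100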
An asterisk follows results filed as active; / = no result given. An unsorted share of the library. Share with any hit: about 4.4%.

SMILES	M1 ag parental	TAAR1 antagonist	CHRM1 antagonist	CHO-K1 Ca antag	CHO parental Ca	M1 PAM parental	CHRM1 agonist	CHRM1 PAM	TAAR1 ag
COC(=O)C1(C)NC(c2ccc(O)cc2)C2C(=O)N(c3ccc(C)cc3)C(=O)C21 (stereo unspecified)	0.7	-27	-10	-17	-13	18	-2	7	2
Cc1cc(C(=O)NC2CCCCC2)c(C)n1-c1ccc(F)cc1	1.1	6	2	-8	-14	26	-7	2	4
CC(=NCCCn1ccnc1)c1c(C)[nH]n(-c2ccc([N+](=O)[O-])cc2)c1=O	-0.2	-20	-5	5	-15	5	-16	13	1
O=C(Nc1ccc(F)cc1)c1cc2ccccc2o1	0.2	-19	-11	2	-7	7	-4	5	4
C=C(C)c1cccc(C(C)(C)NC(=O)Nc2nncs2)c1	1.6	-4	-10	-13	0	22	-1	9	0
CCCCNC(=O)N1CCN(Cc2ccc(F)cc2)CC1	-0.3	-2	4	8	-7	-2	-6	-2	9
Cc1nn(-c2ccccc2)c(C)c1/C=N/NC(=O)c1cc(C(C)(C)C)[nH]n1	1.8	18	1	-11	-19	9	-1	-6	8
O=C(OCc1ccc([N+](=O)[O-])cc1)c1cc(S(=O)(=O)N2CCCCC2)ccc1N1CCOCC1	0.2	-9	-7	-6	-3	12	-4	9	-2
Cc1ccc(OCCOCCN2CCN(C)CC2)c(C(C)(C)C)c1	1.9	-15	-19	0	-9	14	-3	13	5
Clc1ccc2c(c1)C1OCCC1C(c1ccco1)N2 (stereo unspecified)	-0.1	9	-7	9	-9	11	-4	10	-1
COc1ccc(S(=O)(=O)NC(C)C(=O)NCc2cccnc2)cc1Cl (stereo unspecified)	0.5	-1	-10	-17	-7	15	-4	8	2
CCOc1ccccc1NC(=O)CCS(=O)(=O)c1cccc2nonc12	0.7	-10	-11	-10	-13	20	-2	12	3
C/[N+]([O-])=C1\Cc2ccccc2C1=O	0.9	-12	-6	-12	-12	21	-3	2	13
CCc1ccc(C(=O)COC(=O)CNC(=O)Cc2ccccc2)cc1	0.5	-24	9	16	0	-12	0	-1	-2
CC(C)C(C)NC(=O)CSc1nnc(-c2c[nH]c3ccccc23)o1 (stereo unspecified)	0.6	-7	-6	-8	-11	9	-5	8	1
Cc1cccc2nc(C(F)(F)F)nc(=O)n12	0.1	-9	-14	1	-7	14	-4	9	-2
Cc1ccc(C(O)c2ncc(-c3ccc(Cl)cc3)[nH]2)c(C)c1 (stereo unspecified)	0.7	-21	-5	-4	/	6	-2	-1	0
COc1ccc(-c2ccc(C#N)c(SCC(=O)NCCc3ccccc3)n2)cc1OC	0.0	/	-5	-21	-11	22	-6	7	/
FC(F)(F)c1nc2ccccc2[nH]1	0.4	7	-6	-6	-13	12	-4	5	0
CCOC(=O)C1=C(c2ccccc2)NC(SC)=C(C#N)C1c1cccnc1 (stereo unspecified)	0.0	9	5	-5	-11	10	-5	6	9

Three compounds from above, ordered by the number in CHRM1 PAM, smallest number first:
smiles,CHRM1 PAM
C/[N+]([O-])=C1\Cc2ccccc2C1=O,2
COC(=O)C1(C)NC(c2ccc(O)cc2)C2C(=O)N(c3ccc(C)cc3)C(=O)C21 (stereo unspecified),7
CC(=NCCCn1ccnc1)c1c(C)[nH]n(-c2ccc([N+](=O)[O-])cc2)c1=O,13

Filtered by structure, the entries above with a furan ring, fused or not
SMILES	M1 ag parental	TAAR1 antagonist	CHRM1 antagonist	CHO-K1 Ca antag	CHO parental Ca	M1 PAM parental	CHRM1 agonist	CHRM1 PAM	TAAR1 ag
O=C(Nc1ccc(F)cc1)c1cc2ccccc2o1	0.2	-19	-11	2	-7	7	-4	5	4
Clc1ccc2c(c1)C1OCCC1C(c1ccco1)N2 (stereo unspecified)	-0.1	9	-7	9	-9	11	-4	10	-1

Returning to the listing with the two entries that preceded the break.
SMILES	M1 ag parental	TAAR1 antagonist	CHRM1 antagonist	CHO-K1 Ca antag	CHO parental Ca	M1 PAM parental	CHRM1 agonist	CHRM1 PAM	TAAR1 ag
FC(F)(F)c1nc2ccccc2[nH]1	0.4	7	-6	-6	-13	12	-4	5	0
CCOC(=O)C1=C(c2ccccc2)NC(SC)=C(C#N)C1c1cccnc1 (stereo unspecified)	0.0	9	5	-5	-11	10	-5	6	9
c1ccc(Oc2cccc(NC3=NCCC3)c2)cc1	-0.3	6	-1	-1	-6	22	-5	0	1
Cn1c(SCC(N)=O)nnc1C1CCN(C(=O)NC2CCCCC2)CC1	0.3	0	-10	-2	-10	8	-3	5	9
CCCN1CNc2c(c(=O)[nH]c(=S)n2-c2ccccc2Cl)C1	0.3	-9	21	3	5	-11	-6	-7	2
CCCCN1C(=O)N(C)C2C1N(C)C(=O)N2CCCC (stereo unspecified)	1.1	9	-25	-9	-22	22	-2	6	1
Oc1ccccc1NCC(O)Cn1ccc2ccccc21 (stereo unspecified)	0.9	32	2	1	-3	0	-3	1	11
O=C(C1CC1)N1CCc2cc(S(=O)(=O)NCCCN3CCCCC3)ccc21	0.7	-12	1	-7	-19	4	-5	1	0
C=CCOc1ccccc1/C=c1\sc2nc(=O)c(C)nn2c1=O	0.3	/	2	10	3	-12	-6	2	/
O=C(COc1cccc(Cl)c1Cl)NC1CC1	0.9	3	-1	-13	-11	10	-4	3	8
COCCN(C(=O)CC1C(=O)NCCN1CC(c1ccccc1)c1ccccc1)C(C)C (stereo unspecified)	0.1	-25	-2	-3	-18	6	-6	4	12
CCOc1ccc(N2C(=O)CC(N3CCN(C(=O)CN4CCCC4)CC3)C2=O)cc1 (stereo unspecified)	4.5	-32	0	-7	2	15	-4	1	3
N#Cc1nc(Cc2ccccc2)oc1NCc1ccccc1	0.4	11	-7	-4	-6	14	-5	5	3
Cc1nnsc1C(=O)NNC(=O)c1cccc2ccccc12	0.9	-15	-9	-9	-6	16	-1	5	1
O=c1ccc(-c2ccc(S(=O)(=O)N3CCCCC3)o2)n[nH]1	0.0	0	-1	17	-2	-25	-2	1	3
COc1ccc(CCN2CC(C(=O)NCCc3cccc(F)c3)CCC2=O)cc1 (stereo unspecified)	0.6	-12	0	4	/	-7	-3	-1	1
COc1ccc(CNC(=O)c2nnn(CC(=O)Nc3cc(C)cc(C)c3)c2N)cc1	0.5	-2	-14	-8	5	5	-1	11	2
COc1ccc(CC(=O)NNC(=O)c2ccccc2)cc1OC	0.9	0	-1	-7	-15	14	-1	7	4
CC(C)C(=O)Nc1cccc(C(=O)Nc2cc([N+](=O)[O-])ccc2Cl)c1	4.3	10	4	3	-7	6	-5	-1	6
Cc1ccsc1C(=O)N1CCC1(C)C(=O)NCc1cccnc1 (stereo unspecified)	-0.2	22	-8	10	/	-5	-2	2	-1
C#CCOCCOCCOCCNc1nc(N2CCOCC2)nc(N2CCN(C(=O)[C@H](CO)n3cc([C@@H](N)C(C)C)nn3)CC2)n1	0.5	20	16	-2	-5	-12	-13	-1	2
CSc1ccc(CN(C)CC(=O)Nc2c(F)cccc2F)cc1	3.0	-7	6	-10	-1	9	-6	-3	5

Sorted by molecular weight (smallest number first): part of the list above.
SMILES	M1 ag parental	TAAR1 antagonist	CHRM1 antagonist	CHO-K1 Ca antag	CHO parental Ca	M1 PAM parental	CHRM1 agonist	CHRM1 PAM	TAAR1 ag
Cc1nnsc1C(=O)NNC(=O)c1cccc2ccccc12	0.9	-15	-9	-9	-6	16	-1	5	1
COc1ccc(CC(=O)NNC(=O)c2ccccc2)cc1OC	0.9	0	-1	-7	-15	14	-1	7	4
CCOc1ccc(N2C(=O)CC(N3CCN(C(=O)CN4CCCC4)CC3)C2=O)cc1 (stereo unspecified)	4.5	-32	0	-7	2	15	-4	1	3

(list continues)
SMILES	M1 ag parental	TAAR1 antagonist	CHRM1 antagonist	CHO-K1 Ca antag	CHO parental Ca	M1 PAM parental	CHRM1 agonist	CHRM1 PAM	TAAR1 ag
CC(=O)N(Cc1cccc(Br)c1)c1ccc(N2CCOCC2)c(Cl)c1	4.1	7	-14	0	-9	7	1	10	3
CCCCn1c(SCC(=O)Nc2nnc(CC)s2)nc2c1c(=O)n(C)c(=O)n2C	0.4	12	-5	-24	-7	6	-1	3	10
CCCCN(C(=O)C1=NN(c2ccccc2)C(=O)CC1)c1c(N)n(CCC)c(=O)[nH]c1=O	-0.2	4	-6	-2	-6	3	-2	9	0
CC(C)C(=O)Nc1nc2c(c(=O)[nH]1)CCCC2	1.1	9	2	-7	-5	13	-5	1	0
CCCC(=O)N1N=C(c2ccccc2)CC1c1cn(C)c2ccccc12 (stereo unspecified)	0.0	-25	5	-10	-39	22	-9	-4	-1
COC(=O)C1=C(C)NC2=C(C(=O)CCC2)C1c1ccc(-c2ccsc2C(=O)OC)o1 (stereo unspecified)	4.4	28	6	23	-3	-17	25*	-3	45*
CCn1c(SCC(=O)Nc2oc(-c3ccccc3)c(-c3ccccc3)c2C#N)nnc1-c1ccncc1	-0.3	20	-12	-1	-8	0	-4	-4	9
O=C(CN1CCCCC1CO)c1ccc(OC(F)F)cc1 (stereo unspecified)	-0.3	14	6	-5	-9	11	-6	1	0
O=C(O)c1ccc2c(c1)SC1=NS(=O)(=O)CCN12	0.9	-12	-7	-15	10	30	-4	6	1
COc1cccc(CNC(=O)CCn2c(=O)c3cccn3c3cccnc32)c1	2.1	-7	7	-17	-11	13	-2	2	1
CCN(CC)C(=O)CCCOc1ccc(Cl)cc1Cl	1.0	-1	-8	-1	-17	12	-4	8	16
COc1cccc(CN2CCC2(C)C(=O)Nc2ccc3c(c2)CCN3C(C)=O)c1F (stereo unspecified)	2.8	26	-10	-6	/	4	-4	0	3
CCc1cccc(C)c1NC(=O)COC(=O)C(NS(=O)(=O)c1ccc(Cl)cc1)C(C)O (stereo unspecified)	0.6	-8	-2	-4	-10	15	-6	3	5
O=C(Cc1ccccc1)Nc1ccc(C(=O)Nc2ccc(O)cc2)cc1	1.4	25	12	21	10	-24	2	-3	4
Cc1ccc(OCc2cc(C(=O)N(C)CC3CCOCC3)no2)cc1C	7.1	-24	-2	-10	-4	0	-2	1	7
Cc1ccc(C)c(N2CCN(CCCNC(=O)Cn3cccc3C(=O)c3ccccc3)CC2)c1	6.2	2	-3	-13	-20	25	-4	4	-1
Cc1nnc(NC(=O)CSc2nnc(CCNC(=O)c3ccccc3F)n2C)s1	0.1	19	-2	15	-6	-12	-1	11	-3
CCOC(=O)c1oc2nc(CC(C)C)c3c(c2c1N)CCC3	-0.1	-6	-2	-9	-14	20	-7	4	6

Source: PubChem (The Scripps Research Institute Molecular Screening Center)
